Assay outcomes: PubChem, several laboratories
LMPTP block – LMPTP (human) inhibition. AID 651560. recombinant LMPTP-A, OMFP fluorogenic substrate, fluorescence intensity. 0.22% of 360,000 active. P24666. inhibition, % at 20 µM;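 active means compounds that cut the enzyme signal by at least half of the control window in the single-dose screen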;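 further: plate controls were DMSO wells with enzyme plus substrate for no effect and substrate without enzyme for full effect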
Target sequence (P24666 whole entry, looked up): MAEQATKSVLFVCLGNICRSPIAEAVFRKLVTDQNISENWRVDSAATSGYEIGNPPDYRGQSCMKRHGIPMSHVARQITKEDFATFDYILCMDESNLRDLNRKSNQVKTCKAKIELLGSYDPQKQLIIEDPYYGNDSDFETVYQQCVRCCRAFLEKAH
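test system = LMPTP-A | amount = 0.625 nM LMPTP-A final | reagent = fluorogenic phosphatase substrate OMFP at 400 µM final | incubation = 50 min at room temperature | benchmarks = no-enzyme low control, uninhibited high control | medium = Bis-Tris pH 6.0, DTT, detergent | signal = fluorescence intensity of OMFP turnover product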
CSN deneddyl inh – blocks human CSN-mediated cullin deneddylation | Q92905 | Purified CSN, SCF-Nedd8-OG deneddylation, fluorescence polarization | 0.38% of 360,000 active | AID 651999 | inhibition, % at 12.5 µM;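 active means pattern-corrected inhibition above about 35%, with an unprinted fluorescence ratio check between 0.5 and 1.5, limit read from the data, passing the limit was not always enough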;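 further: 0% = enzyme with substrate and 100% = substrate without enzyme; some results filed as inactive read as strong as hits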
Target sequence (Q92905 whole entry, looked up, one chain of several): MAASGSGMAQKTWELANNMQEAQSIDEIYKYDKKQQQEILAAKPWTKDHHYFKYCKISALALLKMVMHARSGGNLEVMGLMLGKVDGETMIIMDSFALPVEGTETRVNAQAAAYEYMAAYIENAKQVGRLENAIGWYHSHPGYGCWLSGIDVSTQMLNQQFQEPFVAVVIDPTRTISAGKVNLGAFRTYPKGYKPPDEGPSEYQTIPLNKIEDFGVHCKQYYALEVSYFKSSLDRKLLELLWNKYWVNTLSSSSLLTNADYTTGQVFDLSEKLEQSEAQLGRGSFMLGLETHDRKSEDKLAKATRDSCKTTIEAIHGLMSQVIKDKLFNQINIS
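Detection – fluorescence polarization · System – HEK293T-derived human Csn5 enzyme · Controls – substrate-only high control, full reaction low control · Timing – 90 min, room temperature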
DNMT1 inh – blocks human DNA methyltransferase DNMT1; DNMT1 molecular beacon, Hinp1I cleavage, fluorescence; AID 588458; inhibition (reported as % activation of signal), % at 10 µM; 0.83% of 360,000 active; in the data active means inhibition above about 50%
Scp-1 inhibitor – Scp-1 (human) phosphatase inhibition | inhibition, % at 20 µM | Q9GZU7 | 0.88% of 340,000 active | Recombinant Scp1, phosphopeptide, malachite green phosphate absorbance;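 active means inhibition above about 50% at 20 µM, limit read from the data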;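 further: plate controls were DMSO wells with enzyme for no effect and wells lacking enzyme for full effect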
Target sequence (Q9GZU7 76-261 limits assumed): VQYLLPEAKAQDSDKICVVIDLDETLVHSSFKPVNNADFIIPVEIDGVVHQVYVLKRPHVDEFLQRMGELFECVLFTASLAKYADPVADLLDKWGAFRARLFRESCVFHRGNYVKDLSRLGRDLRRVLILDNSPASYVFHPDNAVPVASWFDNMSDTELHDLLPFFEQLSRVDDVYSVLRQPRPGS
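Test system: SCP-1 phosphatase catalytic domain, residues 76-261; measured by: colorimetric phosphate reagent with accelerator and stabiliser, absorbance at 630 nm; timing: enzyme reaction 45 min at room temperature, colour 5 min, stabilisation 30 min; also added: Phosphorylated 17-residue peptide substrate; compound dosing: one concentration, 20 µM, with 1.0% DMSO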
PABP1 MLLE inh – blocks PAM2 peptide binding to the PABP1 MLLE domain; P11940; GST-MLLE / FITC-PAM2 fluorescence polarization; inhibition, % at 20 µM; 0.36% of 360,000 active; AID 588489; in the data active means inhibition above about 35%, passing the limit was not always enough;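 further: plate controls were DMSO wells with GST-MLLE for no effect and wells lacking GST-MLLE protein for full effect; some results filed as inactive read as strong as hits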
NadD block – NadD (S. aureus) enzyme inhibition; inhibition, % at 20 µM; purified NadD enzyme, colorimetric absorbance read-out; 0.78% of 360,000 active; AID 602399; in the data active means inhibition above about 26%; further: some compounds past the cut are filed as inactive
STEP inh – STEP (human) phosphatase inhibition; 0.25% of 360,000 active; inhibition, % at 20 µM; recombinant STEP, OMFP fluorogenic substrate, fluorescence;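 active means inhibition at 20 µM, scaled per plate between control wells, above about 37%, limit read from the data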;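 further: 0% = DMSO with enzyme and substrate and 100% = substrate only without enzyme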
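Material: STEP (striatal-enriched tyrosine phosphatase) enzyme, cell-free; Compound dosing: 20 µM single dose in 1% DMSO; Technique: fluorescence read at 480 nm ex / 540 nm em; Times: reaction 20 min, ambient temperature; Medium: 50 mM Bis-Tris pH 6.0 with 2.5 mM DTT and 0.005% Tween 20; Also added: OMFP at 25 µM.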
Rpn11 block – Rpn11 (human) deubiquitinase inhibition | O00487 | 0.59% of 360,000 active | calls only at 20 µM | human 26S proteasome, Ub4-pepOG fluorescence polarization; 20S core pre-blocked with epoxomicin;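 active means inhibition at 20 µM, scaled to each plate's controls, above about 33%, limit read from the data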
TbMetRS inhib – blocks T. brucei methionyl-tRNA synthetase activity | 0.4% of 360,000 active | purified T. brucei MetRS, ATP depletion, Kinase-Glo luminescence | inhibition, % at 11.9 µM | AID 624268;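 active means inhibition above a per-plate cutoff of the control wells' mean inhibition plus 3 SD, cut at about 5.5% in these data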;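 further: 0% = DMSO wells median and 100% = median of wells with control inhibitor compound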
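assay system = parasite MetRS enzyme | timing = 15 min preincubation, 2 h reaction, all 25 °C | evaluation = percent inhibition relative to median high and low control wells | medium = HEPES buffer containing pyrophosphatase, BSA, spermine, DTT | compound = single dose, 11.9 µM final nominal, 0.9% final DMSO | detection = Kinase-Glo luminescence, ATP depletion format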
SUMO1-SIM PPI – modulators of human SUMO1-mediated protein-protein interactions; P63165; 0.33% of 360,000 active; inhibition, % at 20 µM; SUMO1 binding to a labelled peptide, TR-FRET, 1 h; in the data active means inhibition above about 37%
Target sequence (P63165 whole entry, looked up): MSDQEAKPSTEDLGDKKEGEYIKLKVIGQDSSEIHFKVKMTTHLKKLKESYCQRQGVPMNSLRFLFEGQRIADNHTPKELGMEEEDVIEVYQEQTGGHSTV
* hit, by the source's call; i = inactive; . = no result given. The order is random; any-hit rate near 3.6%.

SMILES	LMPTP block	CSN deneddyl inh	DNMT1 inh	Scp-1 inhibitor	PABP1 MLLE inh	NadD block	STEP inh	Rpn11 block	TbMetRS inhib	SUMO1-SIM PPI
O=C(OCC(=O)N1CCC(Cc2ccccc2)CC1)c1cc(Cl)ccc1O	4.3	3	0	-7	-2	-9	8	i	-0.8	1
Cc1ccc(C)c(N2C(=O)CC(Cc3ccc(Br)cc3)C2=O)c1 (stereo not given)	0.0	0	2	-12	-11	-10	2	i	-0.7	5
CCOc1ccccc1CN1CCNC(=O)C1CC(=O)NCCc1ccccn1 (stereo not given)	-2.6	-6	-2	-8	6	4	3	i	-0.2	-6
O=C(NCCN1CCNCC1)c1ccccn1	-6.2	-2	0	-8	5	1	-7	i	-0.1	2
OCCNc1nc(N2CCOCC2)nc(N2CCOCC2)n1	1.8	-2	2	-2	0	-1	0	i	-1.3	-3
Cc1ccc(NS(=O)(=O)Cc2ccccc2)cc1Cl	1.5	2	0	-3	9	-4	-2	i	0.2	6
COC(=O)c1ccc(C)c(NC(=O)CN(c2ccc3c(c2)OCO3)S(C)(=O)=O)c1	1.8	1	3	5	-3	2	-2	i	-1.7	-2
CCc1nc2ccc(Cc3ccc4nc(CC)[nH]c4c3)cc2[nH]1	21	2	-14	-7	-52	8	-2	i	-0.3	4
O=C(c1cccs1)N1CCN(S(=O)(=O)Cc2ccccc2)CC1	-2.3	0	-4	-2	-1	-6	1	i	-0.4	-3
COc1ccc(NC(=O)C(C)N(c2ccc(C)cc2)S(C)(=O)=O)cc1 (stereo not given)	-1.0	3	-1	-2	-4	-2	2	i	0.5	3

Complete entries, looked up by structure. Order of screens: LMPTP block	CSN deneddyl inh	DNMT1 inh	Scp-1 inhibitor	PABP1 MLLE inh	NadD block	STEP inh	Rpn11 block	TbMetRS inhib	SUMO1-SIM PPI
Entry for `Cc1ccc(NS(=O)(=O)Cc2ccccc2)cc1Cl` : 1.5	2	0	-3	9	-4	-2	i	0.2	6
Entry for `OCCNc1nc(N2CCOCC2)nc(N2CCOCC2)n1` : 1.8	-2	2	-2	0	-1	0	i	-1.3	-3
Entry for `CCOc1ccccc1CN1CCNC(=O)C1CC(=O)NCCc1ccccn1` (stereo not given) : -2.6	-6	-2	-8	6	4	3	i	-0.2	-6

New compounds follow.
SMILES	LMPTP block	CSN deneddyl inh	DNMT1 inh	Scp-1 inhibitor	PABP1 MLLE inh	NadD block	STEP inh	Rpn11 block	TbMetRS inhib	SUMO1-SIM PPI
COc1ccc(/C=C(/C#N)S(=O)(=O)c2ccc(C)cc2)cc1	-0.1	-4	4	-10	9	1	17	i	-1.0	-13
COc1cc(CN(C)CCc2ccccc2)ccc1OCc1ccccc1	-1.4	0	-4	-2	15	-8	20	i	-0.4	2
C=CCOc1c(CNc2ncn[nH]2)cccc1OCC	-1.1	-4	1	22	-3	-2	-10	i	-1.7	-2
Cc1nc2sc(C(c3ccc(Cl)cc3)N3CC(C)OC(C)C3)c(O)n2n1 (stereo not given)	-0.6	6	6	-5	-3	1	-1	i	-0.5	-2
C[C@@H]1CN([C@@H](C)CO)C(=O)c2cccc(NC(=O)Nc3ccccc3)c2O[C@H]1CN(C)C(=O)Nc1cccc2ccccc12	-0.4	0	-10	0	1	-2	-2	i	0.2	4
CCOC(=O)[C@]12CCC=C1N(Cc1cccc3ccccc13)C(=O)[C@H](CC(=O)NCc1cccc3ccccc13)C2	4.5	4	.	.	.	28	.	.	-0.4	5
O=C(/C=C/c1cccs1)Nc1nncs1	-3.8	1	2	-7	-6	-5	2	i	0.2	-20
Cc1ccc(NS(=O)(=O)c2cccc(C(=O)N/N=C/c3c(C)nn(-c4ccccc4)c3N3CCCC3)c2)c(C)c1	2.1	3	-21	-5	12	27	-4	i	0.0	3
CN(C(=O)CC1C(=O)NCCN1Cc1ccc(F)cc1Cl)C1CCCCC1 (stereo not given)	1.2	1	-6	-4	-8	3	-1	i	-0.1	-1
O=C(N=C1N=C2C=CC=CN2Cc2ccccc21)c1ccc(S(=O)(=O)N2CCCC2)cc1	-0.8	2	0	6	4	-2	0	i	0.2	0
Cc1cccnc1C(c1ccc(F)cc1)N(C)C(=O)C1CCN(CCOc2ccc(Cl)cc2Cl)CC1 (stereo not given)	1.1	0	-10	.	6	-5	15	i	0.1	7
CCOC(=O)c1cc(N)cc([N+](=O)[O-])c1	-0.8	0	1	-9	4	-1	-2	i	0.8	-27
CC1CCCCN1C(=O)CN1CCC(c2nc3ccc(Cl)cc3[nH]2)CC1 (stereo not given)	-0.9	1	1	-11	-12	-8	1	i	3.4	0
COc1cc2c(=O)n(CCC(=O)NCC3CCCO3)c(=O)n(CC(=O)Nc3ccc(F)cc3)c2cc1OC (stereo not given)	-1.0	-2	2	-1	7	1	5	i	0.0	7
COc1ccc(CC2(CO)CCN(Cc3cccn3-c3ccccn3)CC2)cc1	-1.4	0	-1	-5	22	-2	-3	i	0.0	1
C=C(C)COc1ccc(-c2[nH]ncc2Oc2ccccc2OC)c(O)c1	3.9	-2	-23	-4	4	4	-2	i	0.3	12
COc1ccc([N+](=O)[O-])c(C=CC(=O)c2ccccn2)c1	1.8	4	-3	.	6	3	-2	i	-0.2	-10
CCCCn1c(=O)n(Cc2cccc(F)c2)c(=O)c2c1ncn2Cc1ccco1	0.4	1	-5	-17	1	-9	2	i	-1.6	15
CN(C)c1ccc(/C=C/C(=O)c2ccc(C(C)(C)C)cc2)cc1[N+](=O)[O-]	2.9	-5	11	-3	3	-6	4	i	0.1	-6
CC1=C(C#N)C(NC(=O)c2cccc(Cl)c2)(C(F)(F)F)C(=O)N1 (stereo not given)	-0.6	-7	6	-9	-14	-4	-1	i	-0.7	-4
CN(/N=C/c1ccc(O)cc1O)c1nc(-c2ccccc2)cc(-c2ccccc2)n1	2.5	0	-19	0	2	33*	-2	i	0.1	-1
O=C(Nc1cnn(Cc2ccc(Cl)c(Cl)c2)c1)c1nc2ncccn2n1	-0.7	-2	-5	-2	-5	4	0	i	0.1	2
CCCCn1c(SCC(=O)N2CCCCC2)nc2cc(S(N)(=O)=O)ccc21	-1.1	0	3	-3	-7	-6	-2	i	-0.7	-3
Cc1ccc(OCc2nc(-c3ccccc3)no2)cc1	3.1	2	1	-17	7	-9	0	i	-0.6	2
CNC(=O)/C(C#N)=C/c1c(F)cccc1Cl	-0.9	0	0	-3	11	-4	1	i	-0.6	-4
Cc1cc(C)c(NC(=O)C2CCCN2C)c(C)c1 (stereo not given)	-0.1	0	3	-5	3	2	4	i	-0.2	0
COc1ccc(OC)c(S(=O)(=O)N2CCCC(C(=O)N3CCC(C(N)=O)CC3)C2)c1 (stereo not given)	-2.3	-3	1	-1	10	-6	0	i	-0.2	4
CN(c1ccccc1)S(=O)(=O)c1cccc2ccccc12	0.1	-1	1	-10	11	-10	1	i	-0.2	3
CCOC(=O)c1ccc(NC(=S)N2CCN(CCO)CC2)cc1	2.3	1	5	-12	-20	-2	3	i	-1.0	11
Cc1ccc(C)c(/C=N/NC(=S)NCCc2ccccc2)c1	2.8	-1	-7	-4	17	-2	3	i	-0.6	0
COc1cccc(Nc2nc(C(N)C(C)C)cs2)n1 (stereo not given)	-0.2	-9	1	.	-7	-6	-2	i	-0.3	4
O=C(CS(=O)(=O)Nc1ccc(F)cc1Cl)Nc1ccc(F)cc1Cl	-0.9	-2	-1	-5	-3	-1	0	i	0.0	7
COC(=O)c1cccc(NC(=O)CCc2c(C)noc2C)c1	1.9	2	6	0	13	-5	5	i	-0.3	4
CCOc1ccc(/C=C/C(=O)c2ccccc2)cc1OC	-0.7	3	0	-8	0	-8	-1	i	0.4	11
CC1=C(C(=O)OC2CCCCC2)C(c2ccco2)C2=C(CC(C)(C)CC2=O)N1 (stereo not given)	1.8	-5	-6	-2	-13	3	1	i	-1.2	1
Oc1ccccc1CNc1ccc2c(c1)OCCO2	-1.3	-5	2	-7	2	5	-2	i	0.2	0
Cc1cc(C)c(OCC(=O)Nc2ccc(S(=O)(=O)N3CCOCC3)cc2)c(C)c1	2.9	0	-2	-10	-14	-10	-1	i	-0.5	0
CC(C)(C)C(=O)Nc1ccc(Sc2ccc([N+](=O)[O-])cc2)cc1	3.8	1	-2	-14	2	-9	0	i	1.0	-22
O=C(O)c1ccccc1-c1ccccc1C(=O)NCc1cccc(C(F)(F)F)c1	-0.2	-4	2	5	2	1	-1	i	0.5	5
C#CCOCCOCCOCCNc1nc(N2CCN(C(=O)CCCCCCCCCCNC(=O)[C@H](CCCCN)n3cc(CCO)nn3)CC2)nc(N2CCN(C(=O)CCCCCCCCCCNC(=O)[C@H](CCCCN)n3cc(CCCC(=O)O)nn3)CC2)n1	-8.3	6	-91	3	-4	12	2	i	-0.4	-172

The closing 2 compounds of the part above are carried over, then new ones follow.
SMILES	LMPTP block	CSN deneddyl inh	DNMT1 inh	Scp-1 inhibitor	PABP1 MLLE inh	NadD block	STEP inh	Rpn11 block	TbMetRS inhib	SUMO1-SIM PPI
O=C(O)c1ccccc1-c1ccccc1C(=O)NCc1cccc(C(F)(F)F)c1	-0.2	-4	2	5	2	1	-1	i	0.5	5
C#CCOCCOCCOCCNc1nc(N2CCN(C(=O)CCCCCCCCCCNC(=O)[C@H](CCCCN)n3cc(CCO)nn3)CC2)nc(N2CCN(C(=O)CCCCCCCCCCNC(=O)[C@H](CCCCN)n3cc(CCCC(=O)O)nn3)CC2)n1	-8.3	6	-91	3	-4	12	2	i	-0.4	-172
CN(C(=O)CCCN1C(=O)c2cccc3cccc(c23)C1=O)c1ccccc1	-0.8	-3	-2	-7	16	-5	1	i	-0.3	-25
CCCN1C(=O)/C(=C\c2nc3ccccc3c(=O)[nH]2)c2ccccc21	0.3	8	-1	-1	-4	1	5	i	-0.1	-7
COc1cccc(NC(=O)CN(c2ccc([N+](=O)[O-])cc2)S(=O)(=O)c2ccccc2)c1	-0.5	-2	1	-11	-2	-4	-3	i	0.3	-9
Cc1ccc(NC(=O)c2ncn(CC(=O)N3CCN(c4ccccn4)CC3)n2)cc1C	-0.5	10	4	1	3	3	0	i	-0.2	3
CCOc1cc(NC(=S)NC)c(OCC)cc1NC(=O)c1ccco1	-0.9	5	9	2	8	2	0	i	0.0	3
CC1CCN(c2c(NCc3ccc(C(=O)NCc4ccco4)cc3)c(=O)c2=O)CC1	-0.3	0	1	-2	8	8	0	i	-0.5	-1
Clc1cccc(CN2CCCCCCC2)c1Cl	-1.0	0	2	-4	3	-4	-1	i	0.7	-2
